High-throughput results deposited in PubChem by several laboratories.
AI-2 QS mod: Vibrio harveyi AI-2 quorum sensing modulators, primary screen, JMH597 strain, luminescence/OD600 ratio; Vibrio harveyi JMH597 AI-2 luminescence/OD600 ratio, 9 h; active compounds read low; strain lacks LuxN and CqsS sensors; 0 = neutral-control median; activity change, % at 7.5 µM; 300,000 tested, 0.4% active; AID 2094, 2009; in the data active means activity change below about -75%, passing the limit was not always enough;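 further: luminescence divided by OD600 gain over 9 h not by final OD600 alone; inactives centre near 13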
KLF5 inh: KLF5 expression inhibitors, primary screen, DLD-1 cells, luminescence; DLD-1 KLF5 promoter-luciferase reporter; inhibition, % at 5 µM; 290,000 tested, 0.23% active;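 active means inhibition above a per-plate limit of that plate's mean compound inhibition plus 3 SD, cut at about 60% in these data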;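 further: 0% = DMSO wells and 100% = LY294002 at 200 µM; higher means less KLF5 promoter-driven luciferase light; inactives centre near -14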
HSP90 inh: HSP90 inhibitors, primary screen, cell lysate, luminescence; 290,000 tested, 0.91% active; Heat shock protein HSP 90 (rabbit reticulocyte lysate; luciferase refolding); AID 1789, 2009; Rabbit reticulocyte lysate, luciferase refolding luminescence, 3 h; inhibition, % at 5.6 µM;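 active means inhibition above the screen-wide mean plus 3 SD, computed separately per campaign, cut at about 16% in these data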;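 further: 0% = DMSO wells and 100% = 60 µM geldanamycin wells; inhibitors lower the luminescence because luciferase stays unfolded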
HSF-1 act: HSF-1 activators, primary screen, NIH3T3-HGL cells, MG132 stress, luminescence, single point; activation, % at 9 µM; NIH3T3-HGL HSF-1 luciferase reporter, 8 h; 100% = twice DMSO control signal; 300,000 tested, 1.7% active;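 active means mean replicate activation of at least 50% with a set share of replicates each reaching 50%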;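 further: 0% = median of the neutral control wells and 100% = twice that signal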
HIF act: HIF pathway transcriptional activators, primary screen, cell-based, U2OS HRE-luciferase, luminescence; U2OS HRE-luciferase reporter; normalized: DMSO 0%, desferrioxamine 100%; activation, % at 7.5 µM (by protocol); 300,000 tested, 0.32% active; AID 1910, 2009;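 active means mean activation of at least 10% of the iron chelator positive control signal, with at least half of replicates also reaching 10%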
IEC-6 cytotox: cytotoxicity in IEC-6 intestinal epithelial cells, primary screen, cytotoxicity control for KLF5 inhibitor project, cell-based, luminescence; IEC-6 cytotoxicity, luminescence viability; inhibition, % at 5 µM; 290,000 tested, 0.78% active; in the data active means inhibition above about 22%;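 further: 0% = plate median of test compound wells and 100% = cytotoxic reference compound wells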
aSyn 5UTR inh: MLPCN primary screen, SNCA 5' untranslated region; alpha-synuclein 5'UTR reporter, inhibitor activity; inhibition, % (tested at 7.5 µM); 300,000 tested, 0.82% active; AID 1813, 2009; in the data active means inhibition above about 60%;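 further: H4 neuroglioblastoma cells stably carrying SNCA 5'UTR luciferase fusion; 0% = DMSO wells and 100% = positive control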
HSF1 inhib: HSF1 inhibitors in luciferase reporter cells, primary screen, cell-based, NIH3T3, luminescence. activity change, negative = inhibition, % at 7.5 µM (by protocol). NIH3T3-HGL HSE-luciferase, MG132-induced, luminescence 8 h; active compounds read low. 300,000 tested, 0.77% active;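 active means more than half of replicate wells show activity change below -50%, luminescence cut by over half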;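 further: luciferase reports HSF-1 transcriptional activity via heat shock element; 0% = median of DMSO wells and -100% = zero luminescence signal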
GSK3beta inhib: human GSK3beta kinase inhibitors, primary screen, biochemical, cell-free homogeneous, HTS | 300,000 tested, 0.038% active | activity score (negative = inhibition), % at 10 µM | GST-GSK3beta kinase, ADP-Glo luminescence, 60 min; active compounds read low | AID 2097, 2009;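 active means more than half of replicate wells score below -50%, meaning over 50% inhibition versus plate controls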;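 further: 0% = median DMSO wells and -100% = median GW8510 positive control wells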
Target sequence (P49841 whole entry, looked up): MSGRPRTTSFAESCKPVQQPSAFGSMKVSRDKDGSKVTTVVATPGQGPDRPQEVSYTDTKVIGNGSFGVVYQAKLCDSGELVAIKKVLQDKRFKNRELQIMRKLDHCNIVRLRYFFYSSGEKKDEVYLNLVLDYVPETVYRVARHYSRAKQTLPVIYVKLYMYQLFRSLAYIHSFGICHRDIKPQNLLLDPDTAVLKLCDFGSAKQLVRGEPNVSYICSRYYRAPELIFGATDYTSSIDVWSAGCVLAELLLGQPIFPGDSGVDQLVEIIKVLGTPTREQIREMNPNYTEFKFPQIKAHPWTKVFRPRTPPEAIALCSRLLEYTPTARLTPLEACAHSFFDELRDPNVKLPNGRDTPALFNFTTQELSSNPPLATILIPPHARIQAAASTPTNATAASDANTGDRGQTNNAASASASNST
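Assay system: GST-fused GSK3beta enzyme, cell-free / Medium: Tris pH 7.5 buffer with MgCl2, DTT, BSA, heparin / Also added: peptide substrate plus 25 µM ATP (final) / Compound: 10 µM single point / Timing: kinase reaction with compound 60 min at room temperature / Detection: ADP-Glo luminescence / Benchmarks: DMSO neutral wells and GW8510 at 20 µM as positive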
GSK3A inh: blockers of GSK3A enzyme activity – biochemical, luminescence, cell-free homogeneous, HTS, primary screen | Glycogen synthase kinase-3 alpha (Homo sapiens), P49840 | GSK-3 alpha kinase, ADP-Glo luminescence, 60 min | inhibition, % at 10 µM | 320,000 tested, 0.1% active | AID 2650, 2010;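 in the data active means inhibition above about 50%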;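 further: GST-tagged GSK-3 alpha with peptide substrate and 25 µM ATP; 0% = DMSO neutral wells and 100% = GW8510 positive control wells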
Target sequence (P49840 whole entry, looked up): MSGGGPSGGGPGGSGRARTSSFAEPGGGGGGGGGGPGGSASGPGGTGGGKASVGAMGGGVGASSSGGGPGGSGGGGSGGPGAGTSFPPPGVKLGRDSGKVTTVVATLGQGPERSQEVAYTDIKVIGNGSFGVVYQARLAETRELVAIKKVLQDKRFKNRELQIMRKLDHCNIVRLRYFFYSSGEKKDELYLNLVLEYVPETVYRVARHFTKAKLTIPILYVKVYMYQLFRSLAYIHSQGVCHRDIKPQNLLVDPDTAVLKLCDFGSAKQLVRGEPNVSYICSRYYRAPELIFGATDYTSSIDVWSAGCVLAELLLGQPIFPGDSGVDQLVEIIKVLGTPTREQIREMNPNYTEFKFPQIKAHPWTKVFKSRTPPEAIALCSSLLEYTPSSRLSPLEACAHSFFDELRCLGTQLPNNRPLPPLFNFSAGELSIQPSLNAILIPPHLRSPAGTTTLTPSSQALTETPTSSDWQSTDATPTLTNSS
Numbers without * were called inactive; · = no result given.

mol,GSK3beta inhib,IEC-6 cytotox,HIF act,aSyn 5UTR inh,GSK3A inh,HSF-1 act,HSP90 inh,AI-2 QS mod,KLF5 inh,HSF1 inhib
Cc1[nH]c(=O)[nH]c(=O)c1S(=O)(=O)N1CCC(C(=O)N2CCN(Cc3ccccc3)CC2)CC1,0,2,0.0,4,-1,3,4,1,-40,-1
O=C(Cc1ccc(F)cc1)Nc1ccc(F)c([N+](=O)[O-])c1,1,14,-2.7,24,-1,-39,-1,8,-22,-18
Cc1cc(C)c(CN2CCCC(CNC(=O)c3ccc(F)cc3)C2)c(-n2cccn2)c1 (stereo unspecified),2,5,-0.2,6,0,8,5,9,-17,4
CCOC(=O)c1cnn(Cc2ccccc2)c1N,0,2,·,0,-2,-8,2,29,-44,-2
COc1ccc2cc(C(=O)N3CCN(c4ccc(F)cc4)CC3)[nH]c2c1,0,2,-1.1,-39,2,11,1,8,-46,8
Cc1c(C)n(Cc2ccccc2)c2ccc(C(=O)NCCCN3CCOCC3)cc12,1,2,-0.5,26,-1,-4,3,-14,-21,-3
COc1ccc(OCc2cc(C(=O)NCCN3CCCC(O)C3)no2)c(Cl)c1 (stereo unspecified),0,1,0.3,3,-1,1,-4,16,-27,-2
O=C1CCCN1c1cccc(Br)c1,1,-1,-0.1,-3,1,-1,-1,-6,-25,-6
Cc1nc(-c2ccc(F)cc2)c(CC(=O)Nc2cc(S(=O)(=O)N3CCCCC3)ccc2C)s1,1,·,-0.2,5,9,44,·,42,·,46
COCCCn1c(C)nc2c(c1=O)c1nc3ccccc3nc1n2CCc1ccccc1,0,-2,-1.4,-13,-2,5,2,-4,-15,2
Cc1oc(-c2ccc(Cl)cc2)cc1C(=O)O,5,-6,1.0,-83,0,32,20*,23,-91,15
CC(C)n1c(=S)[nH]c2ccccc2c1=O,-2,-1,-0.1,0,3,15,-3,-4,-44,-1
O=C(Nc1cccc2ccccc12)N1CC=CCC1,-1,8,0.3,39,-17,10,3,-12,-15,5
COC(=O)c1ccc(NC(=O)Nc2cccc(F)c2)cc1,1,14,4.2,-206,-4,23,-1,8,-144,22
O=C(NNc1ccccn1)C(=O)NNS(=O)(=O)c1ccc(F)cc1,-2,-9,0.3,0,-1,-5,-4,35,5,-6
C=CCNC(=O)c1ccc(-n2cccc2)cc1,2,-2,0.5,-42,0,4,0,11,-13,4
Cc1ccc(-c2nn(-c3ccccc3)cc2/C=C(\C#N)c2cccc(C#N)c2)o1,1,-6,0.4,33,1,36,0,12,5,27
COc1ccccc1/C=N/N1C(=O)C(CC(=O)Nc2ccc([N+](=O)[O-])cc2OC)SC1=Nc1cccc(C)c1C (stereo unspecified),2,-8,0.5,50,·,13,1,-14,-9,-6
CCNCC(=O)N1c2ccccc2CCc2ccc(NC(C)=O)cc21,1,-1,·,-11,0,-1,3,-3,3,-7
CC(=O)c1cccc(OCC(O)CNCCOc2ccc(C)cc2)c1 (stereo unspecified),·,-4,-3.0,0,-4,7,1,·,-18,4
c1ccc(CNc2nc(-c3cccs3)nc3ccccc23)nc1,1,8,0.2,22,1,5,3,26,-5,11
CCOC(=O)COc1cc(-n2c(=S)[nH]c3ccccc3c2=O)c(Cl)cc1Cl,1,8,-0.4,-10,-2,17,4,11,3,-5
CCOC(=O)Cc1csc(NC(=O)COc2cc(C)cc(C)c2)n1,-3,-7,0.5,22,-4,13,-1,6,-10,-9
CSC1=C(C#N)C(c2ccccc2C)C(C#N)=C(N)N1 (stereo unspecified),-6,1,-0.1,7,13,·,-1,-4,-2,·
Nn1c(SCC(=O)Nc2nnc(-c3ccccc3)o2)nnc1C1CC1,0,·,-4.5,10,0,3,·,22,·,-2
CCCCNC(=O)Nc1ccccc1CC,0,1,-6.7,-3,8,12,0,86,-20,-2
CCS(=O)(=O)N1CCN=C1SC(C)c1ccccc1 (stereo unspecified),0,-2,-0.1,-4,-1,-9,-1,11,4,-10
CCOc1ccc(N(CC(=O)NCCc2ccccc2)C(=O)CCC(=O)Nc2nccs2)cc1,3,-1,-0.2,2,-2,-5,2,18,-16,-3
CC(C)CNC(=O)CSc1nnc(CN2CCCCCC2=O)n1-c1ccccn1,8,7,-0.5,0,1,-7,-1,23,3,3
CCn1c(SCc2nc3ccccc3c(=O)[nH]2)nc2ccccc2c1=O,3,0,-0.1,6,2,50,-6,24,12,23
CCOC(=O)N1CCN(C(=O)CN(Cc2ccc(Cl)cc2)S(C)(=O)=O)CC1,3,3,·,·,-3,·,0,17,9,·
CC(C)(C#CCN1CCCC1)OCCC#N,-2,0,-0.8,3,-2,0,1,12,-19,-4
CN(C)c1nc(OCC(=O)NC(C)(C)C)nc(N(C)C)n1,0,0,-1.7,-7,1,-2,-3,-7,-6,-2
CCN1CCN(C(=O)c2ccc(CS(=O)(=O)Cc3ccccc3C)o2)CC1,0,3,-0.2,22,-2,9,-1,5,-1,3
CC(C)COc1ccccc1C(=O)NC(CO)C(=O)O (stereo unspecified),1,-4,-0.4,15,·,-7,-2,24,-16,-4
Cc1ccc(-n2ncc3c2CCCC3NC(=O)CCN2CCCC2=O)cc1C (stereo unspecified),1,-8,-0.3,-4,0,5,-2,6,-43,-1
Cc1ccc(-c2nnc(N(C)C(=O)c3cccnc3)s2)cc1,1,4,4.8,-76,-2,27,0,-49,-78,22
O=C(Nc1ccccc1Cl)NC1(C(=O)NCCCN2CCOCC2)CCCCC1,-4,5,0.4,7,0,-8,5,12,2,-8
O=C(COC(=O)C1Cc2ccccc2CN1C(=O)c1ccccc1)Nc1ccc(SC(F)F)cc1 (stereo unspecified),0,0,-0.3,-3,-1,33,-2,10,-41,9
Cc1c(Cl)cccc1NC(=S)N1CCCCCC1,2,0,0.5,18,2,-3,-1,-4,-13,-5
O=C1NC(=O)C2(CCc3ccccc32)N1 (stereo unspecified),2,6,0.2,16,-2,-82,-1,20,-48,-77*
CCOC(=O)c1cccc(NC(=S)N2CCN(c3ncc4c(=O)c(C(=O)O)cn(CC)c4n3)CC2)c1,2,-7,0.8,-6,-1,-15,-2,4,-22,-7
COc1ccc(C(=O)NC(=O)NC2(C(Cl)(Cl)Cl)OCCO2)cc1,5,2,-1.0,-27,3,-1,-1,9,-209,2
CCOC(=O)c1cc(C#N)c(Nc2ccccc2OC)nc1C(F)(F)F,4,11,0.4,-15,1,-1,2,6,-7,-2
CCOC(=O)C1CCN(C(=O)c2ccc3c(c2)NC(=O)/C(=C\c2ccc(C)cc2)S3)CC1,-4,2,0.1,8,-2,11,5,1,-9,-3
N#Cc1c(NC(=O)C2CC=CCC2C(=O)O)sc2c1CCCCCC2 (stereo unspecified),8,2,-0.2,3,-2,4,2,18,39,-1
CCOC(=O)c1oc2ccc(/C=N/O)c(Cl)c2c1C,-3,-2,1.4,-140,-3,47,-2,11,-43,19
CCC(NC(=O)Nc1ccc(O)cc1)(C(F)(F)F)C(F)(F)F,·,-14,·,·,-1,·,7,·,-14,·
CCS(=O)(=O)N1CCC(c2nc(-c3ccc(C)cc3)no2)CC1,·,5,1.6,-78,-4,7,2,·,-52,11
CCOc1ccc(C(C)(C)C)cc1S(=O)(=O)N1CCOCC1,0,5,0.0,-6,-2,4,1,5,-31,1

More results
mol,GSK3beta inhib,IEC-6 cytotox,HIF act,aSyn 5UTR inh,GSK3A inh,HSF-1 act,HSP90 inh,AI-2 QS mod,KLF5 inh,HSF1 inhib
O=C(Nc1ccc2ncccc2c1)Nc1ccc2ncccc2c1,-2,1,1.6,-179,0,27,3,-44,-59,10
CC(=O)c1ccc(NC(=O)/C(=C\c2cccs2)NC(=O)c2ccco2)cc1,-2,-2,-0.2,-7,·,-9,-1,1,-26,-2
CN1C(=O)CC(N2CCC(c3nc4ccccc4s3)CC2)C1=O (stereo unspecified),3,-4,0.1,8,-7,10,2,7,-7,2
Cc1occc1-c1nnc(SCCNCCO)o1,-6,-3,-0.6,9,3,-7,-3,1,-22,-7
CCOC(=O)c1cc(-c2ccccc2)sc1NC(=O)C(C)OC(=O)c1ccncc1 (stereo unspecified),-5,-6,-1.6,52,-2,-3,1,5,11,-4
Cc1ccc(-c2nc3c(cnn3-c3ccccc3)c(=O)o2)cc1,3,2,0.3,16,-2,4,6,10,-4,-3
Cc1onc(-c2ccccc2Cl)c1C(=O)N/N=C(\N)COc1ccc(Cl)cc1,-8,0,0.2,28,-1,-4,-1,9,2,3
COc1ccccc1OCCn1cc(C(=O)c2ccco2)c2ccccc21,2,-6,-0.1,-20,-1,8,1,24,-19,4
CCOC(=O)c1c(NC(=O)c2ccc(Cl)s2)sc(C)c1C,-2,·,·,-27,-1,4,·,-3,·,-1
O=C(CN1CCN(S(=O)(=O)c2ccc(Cl)cc2)CC1)NC1CCCC1,2,0,-1.0,7,1,0,-4,18,-28,-6
CC(C)c1ccc(NC(=O)COc2ccccc2)cc1,-1,2,3.4,-124,-4,13,-2,-20,-84,7
Cc1ccc(C(=O)N2CCCC(Nc3ccc(F)cc3)C2)cc1C (stereo unspecified),3,5,0.4,11,0,-76,-2,14,-28,-71*
CCOC(=O)CSc1ccc(S(=O)(=O)N2CCC(C)CC2)cc1[N+](=O)[O-],1,2,0.2,8,1,-8,0,8,-13,-2
CCCCn1c(N)c(N(CC(C)C)C(=O)CCCn2c(=O)oc3ccccc32)c(=O)[nH]c1=O,1,·,-0.2,3,-3,-21,·,13,·,-2
CCOC(=O)N1CCC(NC(=O)CSCc2nc(-c3ccc(OC)cc3)oc2C)CC1,0,-1,0.2,18,0,6,-5,19,-14,19
CN(C(=O)COc1ccccc1)c1nc(-c2ccc(F)cc2)cs1,-5,-2,-0.3,-7,·,9,-2,14,-30,8
CNC(=O)/C(C#N)=C\c1cc(C)n(-c2ccc(N3CCOCC3)cc2)c1C,1,-8,0.0,-52,-1,-2,1,-5,6,-3
CCCCNC(=O)c1onc(CSc2ccc(OC)cc2)c1C(=O)O,1,-1,1.6,26,-5,-46,-4,18,-25,-33
